GAA glycogen = inhibitors or activators of human alpha-glucosidase glycogen cleavage; P10253; recombinant GAA, glycogen substrate, Amplex Red glucose oxidase fluorescence; Potency, µM (doses to about 76.4 µM), without a hit: top-dose activity change, negative = inhibition, hits mostly inhibitors; 300,000 compounds, 0.38% hits;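 also: 0% = full enzyme reaction and -100% = no-enzyme basal signal; the screen sought inhibitors and activators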
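Natural-substrate format: glycogen cleavage by 4 nM human enzyme, glucose read by Amplex Red coupling (Ex 573, Em 610 nm). Normalized to enzyme and no-enzyme controls.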
RGS12 GoLoco inh = RGS12 GoLoco-Gai1 interaction inhibition; P63096; Gai1:RGS12 GoLoco peptide FP, rhodamine, 10 min; Potency, µM (series often up to 61.6 µM), without a hit: at the top dose activity, negative = inhibition, hits mostly inhibitors; 230,000 compounds, 0.44% hits; active = well fitted inhibition curve with a large enough effect, not every such curve was filed as active; inactive = no such curve, though single readings can be large or run the other way; also: nearly all actives have a fitted effect of over 30% in size; many of its hits are not listed in these tables
Target sequence (P63096 whole entry, looked up): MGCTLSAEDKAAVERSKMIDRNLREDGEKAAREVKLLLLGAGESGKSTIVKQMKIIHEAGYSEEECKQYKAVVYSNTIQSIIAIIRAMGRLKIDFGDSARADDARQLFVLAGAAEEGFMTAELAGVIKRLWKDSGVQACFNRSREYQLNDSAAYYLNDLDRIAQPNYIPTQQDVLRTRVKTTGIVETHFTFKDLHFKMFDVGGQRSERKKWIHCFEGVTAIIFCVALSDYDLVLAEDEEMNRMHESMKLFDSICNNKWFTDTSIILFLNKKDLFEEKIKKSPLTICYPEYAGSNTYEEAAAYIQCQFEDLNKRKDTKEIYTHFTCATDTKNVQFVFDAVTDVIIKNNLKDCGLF
GAA spleen mod = inhibits or activates alpha-glucosidase in human spleen homogenate; P10253; human spleen homogenate, 4-MU-alpha-glucoside fluorescence; Potency, µM (doses to about 79.9 µM), for inactives: at the highest dose activity change, negative = inhibition, most hits filed as inhibitors; 240,000 compounds, 0.006% hits;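 also: 0% = enzyme with vehicle and -100% = no enzyme basal signal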
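AC50 values come from Hill-equation fits of concentration-response data, normalized to no-enzyme and full-activity controls. Enzyme source: 1 ug human spleen homogenate; 1 mM fluorogenic 4-MU glucoside, pH 5.0 citrate buffer, 37 C, 40 min.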
TexasRed fluor = Texas Red fluorescence interference in TRb-SRC2 counter-screen | 280,000 compounds, 0.29% hits | Potency, µM (highest dose often 106 µM), inactives show at the top dose fluorescence change, negative = quenching | TRb/SRC2 Texas Red total fluorescence interference; active = well fitted curve in either direction with a large enough effect; inconclusive = small, poorly fitted or top-dose-only effect
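Human TRβ ligand-binding domain (0.6 uM) and Texas Red SRC2 peptide (20 nM) in Tris buffer with 1 uM T3 and 5% DMSO were incubated with pinned compound for 5 hr at ambient temperature. Total fluorescence was computed as S + 2P (555/632 nm).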
GAA inhib = blocks human lysosomal alpha-glucosidase | 200,000 compounds, 0.005% hits | AID 1466 | Potency, µM (doses to about 76.9 µM), inactives show at the highest dose activity change, negative = inhibition, usual class: inhibitors | purified human GAA, 4-MU-alpha-glucoside fluorescence | P10253;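 also: plate controls were uninhibited enzyme wells for no effect and no-enzyme background for full effect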
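Human alpha-glucosidase, 4 nM, pre-mixed with test compounds before 400 uM 4-methylumbelliferyl substrate; 20 min room temperature at pH 5.0. Fluorescence read after pH 10 stop; AC50 values from Hill-equation fits.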
RECQ1 helicase = blocks DNA unwinding by human RECQ1. P46063. RECQ1 DNA unwinding, red fluorescence kinetic read. Potency, µM (titrated, usually from 57.3 µM), for the others: top-dose activity, negative = inhibition, hits mostly inhibitors. 240,000 compounds, 0.54% hits;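 also: plate controls were vehicle for no effect and no enzyme for full effect; nearly all actives have a fitted effect of over 30% in size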
Target sequence (P46063 whole entry, looked up): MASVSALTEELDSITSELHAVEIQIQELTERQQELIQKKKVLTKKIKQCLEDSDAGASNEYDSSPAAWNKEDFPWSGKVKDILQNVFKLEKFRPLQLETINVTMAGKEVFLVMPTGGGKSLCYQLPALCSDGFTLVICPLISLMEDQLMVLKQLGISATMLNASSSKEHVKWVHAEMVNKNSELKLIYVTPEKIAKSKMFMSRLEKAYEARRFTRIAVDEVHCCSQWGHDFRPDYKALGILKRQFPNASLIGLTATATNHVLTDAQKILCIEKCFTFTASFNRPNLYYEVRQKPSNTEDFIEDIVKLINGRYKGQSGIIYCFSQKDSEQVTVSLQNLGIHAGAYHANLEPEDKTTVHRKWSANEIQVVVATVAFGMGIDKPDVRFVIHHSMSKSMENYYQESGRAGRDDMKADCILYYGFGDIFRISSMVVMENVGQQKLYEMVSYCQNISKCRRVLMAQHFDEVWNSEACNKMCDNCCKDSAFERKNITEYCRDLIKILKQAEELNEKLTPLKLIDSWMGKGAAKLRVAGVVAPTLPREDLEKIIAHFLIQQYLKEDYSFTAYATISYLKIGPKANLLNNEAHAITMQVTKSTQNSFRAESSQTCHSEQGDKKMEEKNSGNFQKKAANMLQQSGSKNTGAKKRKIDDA
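50 nM RECQ1T1 preincubated 15 min with compound in Tris pH 8.0 buffer with MgCl2, DTT, Tween-20 and 2.5 ug/ml poly(dI-dC); started with 200 nM TAMRA/BHQ-2 forked duplex and 2 mM ATP. Unwinding read as fluorescence (525/598 nm), two reads 2 h apart.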
L3MBTL1 block = inhibitors of human L3MBTL1. Q9Y468. AlphaScreen L3MBTL1–H3K9me1 peptide binding. Potency, µM (titrated, usually from 57.1 µM), for inactives: top-dose activity, negative = inhibition, hits mostly inhibitors. 230,000 compounds, 0.66% hits. AID 485360; also: nearly all actives have a fitted effect of over 60% in size
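L3MBTL1 50 nM + b-AHA-H3(1-15)K9me1 75 nM, 30 min RT; compound added, 30 min RT; streptavidin donor/Ni-chelate acceptor beads 10 ug/mL each final, 30 min RT dark; AlphaScreen read.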
TRb SRC2 PPI = inhibitors of human thyroid hormone receptor beta-SRC2 interaction; TRbeta-SRC2 peptide binding, fluorescence polarization; receptor liganded with 1 µM T3; Potency, µM (titrated, usually from 106 µM), without a hit: at the highest dose activity change, negative = inhibition, usual class: inhibitors; 280,000 compounds, 0.065% hits;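 also: plate controls were bound peptide for no effect and peptide without receptor for full effect; nearly all actives have a fitted effect of over 50% in size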
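TRb LBD 0.6 uM + Texas Red SRC2 peptide 20 nM, 1 uM T3, Tris buffer w/ 5% DMSO; compound pinned, 5 h RT; FP read ex 555/em 632; normalized to unbound and bound controls.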
An asterisk follows results filed as active; i = inactive; u = inconclusive; x = no result given; [ ] = remark or other dose. Unless noted, calls follow the shape of the dose curve; as a rule, active = well fitted curve in the direction sought with a large enough effect; inconclusive = small, poorly fitted or top-dose-only effect, or another doubt; inactive = no such curve, though single readings can be large; an effect the other way counts as inactive or inconclusive. Unless noted, % is scaled to controls: 0 for no effect and ±100 for the full control effect; potency is read from the fitted curve at half-maximal effect. The list is partial; the hit share may differ from the screen's.

SMILES	GAA glycogen	RGS12 GoLoco inh	GAA spleen mod	TexasRed fluor	GAA inhib	RECQ1 helicase	L3MBTL1 block	TRb SRC2 PPI
COc1ccccc1C(=O)OCn1nnc2ccccc2c1=O	5%	9%	8%	2%	x	i	x	5%
COc1ccc(CN2C(=O)c3c(c(C)n(C)c3C)C2C(=O)NC2CCC(C)CC2)cc1 (stereo unspecified)	4%	4%	-17%	0%	2%	0%	x	-8%
Cc1cccc(Nc2nnc(SCC(=O)NC(=O)Nc3ccc4c(c3)OCCO4)s2)c1	15%	4%	-3%	-1%	-20%	-3%	2%	-11%
O=[N+]([O-])c1ccc(OCC(O)CN(C2CCCCC2)C2CCCCC2)cc1 (stereo unspecified)	10%	-1%	3%	-2%[53 µM]	-9%	-6%	-2%	3%[53 µM]
CC(C)c1nc(=S)n(-c2ccccc2)[nH]1	-26%	-7%	-2%	-4%	4%	-8%	1%	4%
CN(C)C(=O)COc1ncnc2scc(-c3ccc(F)cc3)c12	5%	12%	x	0%	-3%	i	7%	-1%
CCOC(=O)C(Oc1ccc2c(-c3ccc(OC)cc3)cc(=O)oc2c1C)c1ccccc1 (stereo unspecified)	-7%	-2%	-10%	1%	-13%	-7%	6%	11%
O=C(NNC(=O)c1cccc(Br)c1)C(=O)N1CCCCC1	5%	-4%	-2%	-4%	4%	11%	-9%	-3%
CCOc1ccc(CCNC(=O)C(CC)n2nc(C)n3c(cc4sccc43)c2=O)cc1OCC (stereo unspecified)	-16%	22%	-3%	1%	4%	0%	x	-4%
COc1ccc(C(=O)/C(C#N)=N/Nc2cccc([N+](=O)[O-])c2)cc1	-3%	0%	4%	-15%	1%	i	-28%	-1%
COc1ccc(-c2cc(C(F)F)n3ncc(C(=O)Nc4cccc(S(=O)(=O)N5CCOCC5)c4)c3n2)cc1	21%	9%	-1%	-2%	9%	i	9%	-3%
CCC(C)n1c(SCC(=O)/C(C#N)=C(\C)N)nc2ccccc2c1=O (stereo unspecified)	-1%	3%	5%	5%	-15%	-3%	-2%	-2%
COc1ccc(-n2c3c(cc(C(=O)NNc4ccccc4C)c2=O)C(=O)CC(C)(C)C3)cc1	u	-1%	-14%	0%	4%	0%	x	-3%
CC(C)(C)c1ccc(-c2noc(-c3ccc4c(c3)CCO4)n2)cc1	-2%	-8%	11%	0%	x	12%	x	1%
COc1ccc(-c2ccc(SCC(=O)c3cccs3)nn2)cc1	-21%	12%	2%	-2%	u	i	4%	-2%
Cc1csc(NC(=O)c2cc3c(s2)CCCC3)n1	26%	x	12%	-6%	0%	-9%	2%	-5%
CCSc1nc2c(c(=O)[nH]1)C(C(C)C)C(C#N)=C(N)O2 (stereo unspecified)	3%	-1%	-5%	-2%	-4%	-8%	x	-6%
O=C(CSc1nnc(-c2cccnc2)n1Cc1ccco1)c1ccc(Cl)c(Cl)c1	-17%	65%[activator]	2%	0%	-1%	-18%	-6%	4%
Cc1cccc(NC(=S)N2CCN(S(=O)(=O)c3cccc(F)c3)CC2)c1	14%	8%	-2%	-2%	u	5%	-4%	-6%
COCCNC(=O)c1ccc2c3n(nc2c1)-c1ccccc1CO3	3%	11%	-5%	-2%	x	i	x	5%
S=c1[nH]nc(-c2ccc(Br)cc2)n1Cc1ccccc1	u	50%[activator]	2%	0%	u	i	-13%	7%
CN(C)/N=C/c1cn(-c2ccccc2)nc1-c1cccnc1	-6%	5%	-2%	-4%	-1%	-7%	x	0%
Cc1ccc(S(=O)(=O)N(Cc2cc3cccc(C)c3[nH]c2=O)c2ccccc2)cc1	-2%	7%	-2%	-1%	-4%	4%	-4%	2%
COc1ccc(CNC(=O)CCn2cccc2)cc1	7%	9%	1%	-5%	-10%	i	x	0%
O=S(=O)(c1ccc(Br)s1)N1CCN(c2ncccn2)CC1	-11%	2%	2%	3%	2%	1%	x	-8%

An excerpt of these results, bar-delimited.
smiles | GAA glycogen | RGS12 GoLoco inh | GAA spleen mod | TexasRed fluor | GAA inhib | RECQ1 helicase | L3MBTL1 block | TRb SRC2 PPI
Cc1cccc(Nc2nnc(SCC(=O)NC(=O)Nc3ccc4c(c3)OCCO4)s2)c1 | 15% | 4% | -3% | -1% | -20% | -3% | 2% | -11%
O=[N+]([O-])c1ccc(OCC(O)CN(C2CCCCC2)C2CCCCC2)cc1 (stereo unspecified) | 10% | -1% | 3% | -2%[53 µM] | -9% | -6% | -2% | 3%[53 µM]
CC(C)c1nc(=S)n(-c2ccccc2)[nH]1 | -26% | -7% | -2% | -4% | 4% | -8% | 1% | 4%
CN(C)C(=O)COc1ncnc2scc(-c3ccc(F)cc3)c12 | 5% | 12% | x | 0% | -3% | i | 7% | -1%
CCOC(=O)C(Oc1ccc2c(-c3ccc(OC)cc3)cc(=O)oc2c1C)c1ccccc1 (stereo unspecified) | -7% | -2% | -10% | 1% | -13% | -7% | 6% | 11%
O=C(NNC(=O)c1cccc(Br)c1)C(=O)N1CCCCC1 | 5% | -4% | -2% | -4% | 4% | 11% | -9% | -3%
CCOc1ccc(CCNC(=O)C(CC)n2nc(C)n3c(cc4sccc43)c2=O)cc1OCC (stereo unspecified) | -16% | 22% | -3% | 1% | 4% | 0% | x | -4%
COc1ccc(C(=O)/C(C#N)=N/Nc2cccc([N+](=O)[O-])c2)cc1 | -3% | 0% | 4% | -15% | 1% | i | -28% | -1%
COc1ccc(-c2cc(C(F)F)n3ncc(C(=O)Nc4cccc(S(=O)(=O)N5CCOCC5)c4)c3n2)cc1 | 21% | 9% | -1% | -2% | 9% | i | 9% | -3%
CCC(C)n1c(SCC(=O)/C(C#N)=C(\C)N)nc2ccccc2c1=O (stereo unspecified) | -1% | 3% | 5% | 5% | -15% | -3% | -2% | -2%
COc1ccc(-n2c3c(cc(C(=O)NNc4ccccc4C)c2=O)C(=O)CC(C)(C)C3)cc1 | u | -1% | -14% | 0% | 4% | 0% | x | -3%
CC(C)(C)c1ccc(-c2noc(-c3ccc4c(c3)CCO4)n2)cc1 | -2% | -8% | 11% | 0% | x | 12% | x | 1%

Other structures follow:
SMILES	GAA glycogen	RGS12 GoLoco inh	GAA spleen mod	TexasRed fluor	GAA inhib	RECQ1 helicase	L3MBTL1 block	TRb SRC2 PPI
CN(CC(O)CON=C1c2ccccc2-c2ccccc21)S(=O)(=O)c1ccc(Br)cc1 (stereo unspecified)	-6%	8%	-4%	u	-8%	-9%	13%	-4%
CNC(=S)Nc1cccc(C(=O)OC)c1	5%	-3%	-2%	0%	x	-3%	-18%	1%
CCn1cc(C(=O)O)c(=O)c2cc(F)c(N3CCN(C(=S)NC(=O)c4ccccc4C)CC3)cc21	5%	2%	-3%	0%	x	-4%	x	-8%
CC(=O)Nc1ccccc1NC(=O)C(F)(F)F	2%	-7%	1%	-2%	1%	i	0%	-3%
NC12CC3CC(C1)CC(O)(C3)C2	-1%	4%	-9%	0%	-3%[15.4 µM]	-8%	x	2%
COc1ccc(CCNC(=O)CCNC(=O)c2ccc(Br)cc2)cc1OC	1%	x	10%	-1%	6%	-2%	-12%	-1%
COc1ccc(NC(=S)N/N=C/c2cccn2Cc2ccccc2F)cc1	-14%	-5%	-6%	-4%	3%	0%	x	4%
COc1cc(CN2CCN(c3ccccc3F)CC2)cc(OC)c1O	u	1%	-19%	0%	-1%	i	19%[11.4 µM]	1%
O=C(CCCCn1c(=O)c2ccccc2n(CC(=O)Nc2cccc(F)c2)c1=O)NCc1ccco1	7%	0%	-11%	-4%	-12%	i	-1%	3%
Nc1ccc(C(=O)Nc2ccccc2C(=O)O)cc1	-28%	0%	-1%	-5%	-2%	-10%	x	11%
CC(C)CN(CC(C)C)c1nc(N)c(C#N)c(CC#N)c1C#N	-1%	10%	-4%	-1%	0%	28µM*	0%	-12%
O=C(COc1cccc2c1CCN(Cc1ccccc1)C2=O)N1CCCCC1	8%	11%	-7%	-5%	-8%	i	-2%	1%
Cc1ccc(C(=O)OC[C@H]2O[C@H](Cl)C[C@@H]2OC(=O)c2ccc(C)cc2)cc1	x	2%	-2%	-1%	x	-6%	x	3%
COC(=O)C(/C=C/C(C)Cc1cc(Br)cc(OCc2ccccc2)c1OC)OCc1ccccc1 (stereo unspecified)	x	x	-20%[17.4 µM]	-5%[11.2 µM]	x	-3%[11.5 µM]	x	4%[11.2 µM]
CCCCN1C(=S)NC[C@@H]1Cc1cccc2ccccc12	-6%	6%	-14%	-2%	x	0%	x	4%
O=C(/C=C/c1ccc(Cl)cc1)Nc1ccc(N2CCCCC2)cc1	3%	-11%	-4%	1%	-2%	-10%	3%	-6%
COc1ccc(N(CC(=O)NCCSc2ccccn2)S(C)(=O)=O)cc1	3%	11%	4%	-2%	3%	i	x	0%
NC(=O)CN1CCOCCOCCN(CC(N)=O)CCOCC1	-12%	6%	1%	1%	-10%	i	x	2%
C/C(=N/NS(=O)(=O)c1ccccc1)c1ccc(NC(=O)C(F)(F)F)cc1	3%	3%	2%	-1%	2%	-1%	8%	0%
CCC(C)c1ccc(O)c(N)c1 (stereo unspecified)	25µM*	-12%	9%	-6%	-4%	-6%	-5%	1%
COc1ccc(OC)c(C(c2nnnn2C(C)(C)C)N2CCc3ccccc3C2)c1 (stereo unspecified)	-11%	-1%	-3%	3%	3%[15.4 µM]	-11%	-8%	5%
COc1ccccc1CC(=O)NNS(=O)(=O)c1ccc([N+](=O)[O-])cc1	-20%	5%	8%	-1%	-8%	-10%	4%	0%

From PubChem BioAssay
